# Growth percent in the NCI-60 one-dose screen (48 h, 10 µM unless noted): 100 = growth as untreated, 0 = no growth, -100 = all killed.
# SNB-19: SNB-19 CNS cancer cells | 2.5% of 81,000 active | AID 1794751
# PC-3: PC-3 prostate cancer cells. 3.9% of 80,000 active. AID 1794754
# SF-268: SF-268 CNS cancer cells; 3.1% of 82,000 active
# SF-539: SF-539 CNS cancer; 6.8% of 81,000 active; AID 1794752
# DU-145: DU-145 prostate cancer. 4.2% of 81,000 active
# HCC-2998: HCC-2998 colon cancer; 4.7% of 79,000 active; AID 1794799
# SNB-75: SNB-75 CNS cancer. 5% of 79,000 active. AID 1794750
# U251: U251 CNS tumor cells | AID 1794753 | 5.4% of 80,000 active
# SF-295: SF-295 CNS cancer cells. 5.6% of 79,000 active. AID 1794758
# Starred values were filed as active, the others as inactive; x = no result given; & = joins results of further samples; ! = not active in a repeat. How the source made its calls: active means growth percent below 10; inactive means the rest.
No.	SMILES	SNB-19	PC-3	SF-268	SF-539	DU-145
1	C=C1C(=O)O[C@H]2[C@H]1CC/C(COC(=O)/C=C\C(=O)NCc1ccc(Cn3c(=O)sn(-c4ccc(OC)cc4)c3=O)cc1)=C\CC[C@@]1(C)O[C@@H]21	7.2*	-58*	-78*	-99*	-84*
2	COc1ccc(C2C=C(c3ccc(Cl)cc3)N=C3SC=C(C)N32)c(Br)c1 (configuration not stated)	78	61	43	37	-31*
3	NNC(=O)c1cccc2ccccc12	101	102	103	112	119
4	COc1cc2cc(Oc3ccc(NC(=O)c4cc(C(F)(F)F)cc(C(F)(F)F)c4)cc3)c(C)nc2cc1OCCN1CCOCC1	88	42	73	59	87
5	COC(=O)c1ccc2oc(NC(=O)c3ccc(N4CCOCC4)c([N+](=O)[O-])c3)nc2c1	92	89	97	90	102
6	COc1ccc(C2=Nc3c/c(=C\c4c(O)[nH]c5ccc(OC)cc45)ccc3=N2)cc1	98	65	84	67	88
7	CC(C)CCNC(=O)[C@@H](Cc1ccccc1)n1cccc(NC(=O)OCc2ccccc2)c1=O	82	88	100	111	113
8	c1cnc2c(c1)CCC[C@@H]2N(CCCN1CCNCC1)Cc1cc2ccccc2cn1	73	68	79	85	92
9	CCOC(=O)/C(C#N)=C/c1cccc(Cl)c1	97	95	114	98	120
10	Cc1ccc(N)nc1	102&99	96&107	98&111	98&109	102&111
11	O=c1[nH]c(=S)[nH]c(=O)n1Cc1ccc(F)cc1	100	94	102	107	113
12	COc1cc(-c2nc3cc(C)ccn3c2N)ccc1O	101	91	104	100	107

No.	HCC-2998	SNB-75	U251	SF-295
1	-76*	-58*	-60*	55
2	x	x	50	x
3	103	92	106	101
4	113	48	55	30
5	105	80	92	98
6	103	101	73	110
7	103	80	95	90
8	91	x	71	65
9	x	86	103	92
10	100&100	91&101	95&100	100&94
11	115	x	100	x
12	99	98	94	83

# (listing goes on)
No.	SMILES	SNB-19	PC-3	SF-268	SF-539	DU-145
13	Nc1c(Cl)cc(/C=C2\C=Cc3ccccc32)cc1Cl	114	91	105	98	98
14	NS(=O)(=O)c1cccc(NCCC(=O)c2ccc3ccccc3c2)c1	103	104	100	109	103
15	CC(=O)c1cccc(Nc2ncnc3ccc(NC(=O)c4ccccc4)cc23)c1	109	82	82	107	91
16	COc1cc(/C=C/c2nc3ccccc3c(=O)n2-c2ccc(C#Cc3ccc(C(C)(C)C)cc3)cc2C)ccc1O	97	84	95	104	116
17	CC1CC=CCC1C(=O)OC/C=C/COC(=O)C1CC=CCC1C (configuration not stated)	101	94	97	97	105
18	CC(C)COCC(O)CCl (configuration not stated)	104	83	105	96	119
19	Cc1ccc([N+](=O)[O-])c(C)c1	96	91	108	110	109
20	O=C(Nc1nnc(-c2ccccc2)s1)c1ccccc1	109	100	107	104	107
21	Cc1cccc(/C=C/c2c(C(=O)c3ccccc3)c(=O)[nH]c3ccccc23)c1	90	89	92	100	114
22	CCOC(=O)c1c(Nc2ccccc2)nn2c(N)c(C#N)c(-c3ccc(Cl)cc3)nc12	90	41	61	64	62
23	O=C(Nc1c(Br)cc2c(c1Br)Cc1cc([N+](=O)[O-])ccc1-2)C(Cl)Cl	105	88	87	92	104
24	NS(=O)(=O)Oc1ccc(CNC(=O)C23CC4CC(CC(C4)C2)C3)cc1	92	102	98	98	108

No.	HCC-2998	SNB-75	U251	SF-295
13	98	86	108	115
14	110	100	100	108
15	106	87	101	92
16	93	113	92	92
17	106	89	97	102
18	124	93	95	92
19	108	99	90	102
20	107	104	x	99
21	101	x	89	101
22	83	-11*	45	27
23	85	55	92	117
24	102	94	99	98

# Reformatted bar-delimited: part of the list above.
nr | molecule | SNB-19 | PC-3 | SF-268 | SF-539 | DU-145 | HCC-2998 | SNB-75 | U251 | SF-295
1 | C=C1C(=O)O[C@H]2[C@H]1CC/C(COC(=O)/C=C\C(=O)NCc1ccc(Cn3c(=O)sn(-c4ccc(OC)cc4)c3=O)cc1)=C\CC[C@@]1(C)O[C@@H]21 | 7.2* | -58* | -78* | -99* | -84* | -76* | -58* | -60* | 55
2 | COc1ccc(C2C=C(c3ccc(Cl)cc3)N=C3SC=C(C)N32)c(Br)c1 (configuration not stated) | 78 | 61 | 43 | 37 | -31* | x | x | 50 | x
3 | NNC(=O)c1cccc2ccccc12 | 101 | 102 | 103 | 112 | 119 | 103 | 92 | 106 | 101
4 | COc1cc2cc(Oc3ccc(NC(=O)c4cc(C(F)(F)F)cc(C(F)(F)F)c4)cc3)c(C)nc2cc1OCCN1CCOCC1 | 88 | 42 | 73 | 59 | 87 | 113 | 48 | 55 | 30
5 | COC(=O)c1ccc2oc(NC(=O)c3ccc(N4CCOCC4)c([N+](=O)[O-])c3)nc2c1 | 92 | 89 | 97 | 90 | 102 | 105 | 80 | 92 | 98
6 | COc1ccc(C2=Nc3c/c(=C\c4c(O)[nH]c5ccc(OC)cc45)ccc3=N2)cc1 | 98 | 65 | 84 | 67 | 88 | 103 | 101 | 73 | 110
7 | CC(C)CCNC(=O)[C@@H](Cc1ccccc1)n1cccc(NC(=O)OCc2ccccc2)c1=O | 82 | 88 | 100 | 111 | 113 | 103 | 80 | 95 | 90
8 | c1cnc2c(c1)CCC[C@@H]2N(CCCN1CCNCC1)Cc1cc2ccccc2cn1 | 73 | 68 | 79 | 85 | 92 | 91 | x | 71 | 65
9 | CCOC(=O)/C(C#N)=C/c1cccc(Cl)c1 | 97 | 95 | 114 | 98 | 120 | x | 86 | 103 | 92
10 | Cc1ccc(N)nc1 | 102&99 | 96&107 | 98&111 | 98&109 | 102&111 | 100&100 | 91&101 | 95&100 | 100&94
11 | O=c1[nH]c(=S)[nH]c(=O)n1Cc1ccc(F)cc1 | 100 | 94 | 102 | 107 | 113 | 115 | x | 100 | x
12 | COc1cc(-c2nc3cc(C)ccn3c2N)ccc1O | 101 | 91 | 104 | 100 | 107 | 99 | 98 | 94 | 83
13 | Nc1c(Cl)cc(/C=C2\C=Cc3ccccc32)cc1Cl | 114 | 91 | 105 | 98 | 98 | 98 | 86 | 108 | 115
14 | NS(=O)(=O)c1cccc(NCCC(=O)c2ccc3ccccc3c2)c1 | 103 | 104 | 100 | 109 | 103 | 110 | 100 | 100 | 108
15 | CC(=O)c1cccc(Nc2ncnc3ccc(NC(=O)c4ccccc4)cc23)c1 | 109 | 82 | 82 | 107 | 91 | 106 | 87 | 101 | 92
16 | COc1cc(/C=C/c2nc3ccccc3c(=O)n2-c2ccc(C#Cc3ccc(C(C)(C)C)cc3)cc2C)ccc1O | 97 | 84 | 95 | 104 | 116 | 93 | 113 | 92 | 92
17 | CC1CC=CCC1C(=O)OC/C=C/COC(=O)C1CC=CCC1C (configuration not stated) | 101 | 94 | 97 | 97 | 105 | 106 | 89 | 97 | 102
18 | CC(C)COCC(O)CCl (configuration not stated) | 104 | 83 | 105 | 96 | 119 | 124 | 93 | 95 | 92

# Other entries
No.	SMILES	SNB-19	PC-3	SF-268	SF-539	DU-145
25	O=C1c2cccc(S(=O)(=O)O)c2C(=O)c2cccc(Cl)c21	102	88	103	95	99
26	CC(C)=COC(=N)C(N)=O	x	x	102	102	105
27	COc1cc(-c2nc(C(=O)Nc3ccc(CC(=O)O)cc3)nn2-c2ccc(Cl)cc2)cc(OC)c1OC	93	91	97	102	109
28	CC1(C)C(=O)CC[C@]2(C)[C@H]3C(=O)C=C4[C@H]5C[C@](C)(C(=O)N6CCCNCC6)CC[C@]5(C)CC[C@@]4(C)[C@]3(C)CC[C@@H]12	95	59	95	92	104
29	CC1(C)CC(=O)C2(CNC3=C(CCC(C)(C)C3)C2)C(=O)C1	x	112	114	107	122
30	COc1cnc2c(c1)C(=O)c1c-2n(CCCNCC2CC2)c(=O)c2cc(F)ccc12	4.9*	9.6*	15	-66*	4.6*
31	N#Cc1cccc(NC(=O)c2cc(-c3ccc(F)cc3F)ccc2O)c1	11&14	9.3*!	19&15	15&16	21&18
32	Nc1c(C(=O)Nc2cccc(Cl)c2)oc2ncccc12	95	79	96	95	102
33	COc1cc(/C=C/c2ccccc2)ccc1O	105	103	107	100	115
34	COc1ccc(-c2nc3sccn3c2-c2cc(-c3ccc4cc(OC)ccc4c3)on2)cc1	102	108	98	97	109
35	Cc1c(C(=O)NCCC(=O)NO)sc2ncnc(Nc3ccc(NC(=O)Nc4cccc(C(F)(F)F)c4)cc3)c12	94	100	93	79	105
36	N#Cc1c(NC(=O)c2ccc([N+](=O)[O-])s2)[n+]([O-])c2ccc(F)cc2[n+]1[O-]	93	x	151	96	110

No.	HCC-2998	SNB-75	U251	SF-295
25	104	93	101	99
26	102	82	103	98
27	104	89	96	97
28	99	99	93	93
29	108	84	101	100
30	-41*	-7.6*	-50*	-7.5*
31	23&27	4.0*!	11&13	-17*!
32	x	x	95	x
33	139	102	108	90
34	111	94	110	93
35	112	79	80	92
36	x	83	108	102

# Next section:
No.	SMILES	SNB-19	PC-3	SF-268	SF-539	DU-145
37	Oc1ccccc1N=Cc1ccc2c(c1)OCO2	123	78	100	113	111
38	CCOC(=O)C1=C(N)N(c2ccccc2)C2=C(C(=O)CC(C)(C)C2)C1c1ccc(F)cc1 (configuration not stated)	94	104	109	94	117
39	COC(=O)[C@]12CC[C@@H](C)[C@H](C)[C@@H]1C1=CC[C@@H]3[C@@]4(C)C(C=O)=C[C@@](C)(COC(C)=O)[C@@H]4[C@H](O)C[C@@]3(C)[C@]1(C)CC2	29	8.4*	1.2*	-55*	-73*
40	O=S(=O)(c1ncsc1-c1ccccc1)N1CCN(c2ccc(F)cc2)CC1	92	92	97	102	100
41	CC(C)(Cc1ccc([N+](=O)[O-])cc1)[N+](=O)[O-]	105	99	105	105	106
42	COc1ccc(C(C#N)NCCCCCCNC(C#N)c2ccc(OC)cc2)cc1 (configuration not stated)	102	91	97	99	113
43	C/C(=N\NC(=O)c1ccncc1)c1ccc(F)cc1	129	111	116	99	121
44	COc1cc(/C=C/C(C)=O)ccc1O	112&98	102&93	99&90	94&86	101&105
45	CCCCN(CCCC)Cc1cc(C)c(C)cc1C	104	95	107	98	115
46	CN1CCN(c2cc(F)c(NC3=C(Cl)C(=O)c4ncccc4C3=O)c(F)c2)CC1	96	12	49	-25*	-68*
47	CCCCCCCCCCCC(=O)Oc1ccc(O)cc1	98	86	100	98	100
48	COc1ccc(/C=C2\C=C(c3nc4ccccc4s3)N(Cc3ccccc3)C2=O)cc1	95	88	97	95	106

No.	HCC-2998	SNB-75	U251	SF-295
37	100	92	98	114
38	102	90	102	108
39	-71*	-9.5*	-47*	-30*
40	116	70	101	97
41	109	79	103	105
42	131	77	109	96
43	105	91	107	110
44	104&102	82&98	104&103	114&107
45	91	121	101	113
46	62	38	-9.9*	79
47	101	82	95	101
48	101	84	102	100

# Next part.
No.	SMILES	SNB-19	PC-3	SF-268	SF-539	DU-145
49	CC1(C(=O)O)CCCN1 (configuration not stated)	102	104	105	104	115
50	CC1=C2C(c3ccccc3)=NCCC2NC(=O)N1 (configuration not stated)	97	101	94	100	103
51	O=CC(O)C(O)C(O)C(O)C(O)CO (configuration not stated)	104&99	107&86	120&109	96&98	116&111
52	CCC(CC)C(=O)OC1CCCCC1C (configuration not stated)	110	87	100	105	109
53	O=C1OCC/C1=C\c1ccc([N+](=O)[O-])cc1	107	98	114	112	126
54	COC(=O)c1ccc(C(=O)Nc2ncnc3nc[nH]c23)cc1	101	100	92	110	97
55	O=C(NCCCl)Nc1ncccc1OCc1ccc(Cl)cc1	108	90	104	107	104
56	Cc1cc(=O)n(C(=O)Nc2ccc(F)cc2)c2cc(O)ccc12	102	95	96	98	107
57	CCCCN(C1CCN(Cc2ccc(F)cc2)CC1)S(=O)(=O)N[C@@H](C(=O)OC)C(C)C	99	92	104	113	106
58	COc1ccc(Cn2cc3c(c2-c2cc(OC)c(OC)c(OC)c2)CCCc2cnoc2-3)cc1OC	90	65	92	91	93
59	COc1ccc(C2=NN(c3ccccc3)C(c3ccc(OCc4ccc(F)cc4)c(OC)c3)C2)cc1OC (configuration not stated)	93	96	86	97	111
60	NC(CSC(c1ccccc1)(c1ccccc1)c1ccc(-c2ccccc2)cc1)C(=O)O (configuration not stated)	82	78	90	107	109

No.	HCC-2998	SNB-75	U251	SF-295
49	97	105	103	101
50	112	x	101	100
51	114&102	93&103	111&90	101
52	114	91	93	97
53	91	92	108	94
54	112	76	103	98
55	107	104	108	98
56	102	95	104	101
57	102	87	99	96
58	86	98	94	72
59	108	90	99	87
60	93	88	x	94

# Later entries.
No.	SMILES	SNB-19	PC-3	SF-268	SF-539	DU-145
61	COc1ccc(-c2cc(C(=O)c3cc([N+](=O)[O-])ccc3O)c[nH]c2=O)cc1	97	91	98	118	110
62	CCCCC[C@H]1N=C(N)N[C@H]2CC[C@@H]1O2	96	90	98	90	104
63	Cn1c(N2CCCCC2)nc(-c2ccc([N+](=O)[O-])cc2)c(C#N)c1=O	98	100	130	103	119
64	Cc1ccc(S(=O)(=O)Nc2cc(Cl)ccc2Cl)cc1	98	90	92	103	100
65	C(=C\c1cccnc1)/c1ccncc1	104	96	102	93	117
66	COc1ccc(CCN2C(=O)/C(=C/c3cnc(C#N)s3)SC2=S)cc1	99	100	102	100	100
67	COC(=O)c1c(C(=O)OC)c2n(CC(=O)Nc3cccc4cccnc34)c3ccccc3n2c1C(=O)c1ccc(C#N)cc1	97	90	95	103	100
68	CC(=O)CN1CCCCC1	103	96	111	94	117
69	COC(=O)[C@]12CC[C@@H](C)[C@H](C)[C@@H]1C1=CC[C@@H]3[C@@]4(C)C(C#N)=C[C@@](C)(CO)C4=CC[C@@]3(C)[C@]1(C)CC2	63	15	82	76	83
70	CCn1ncc2c(NNS(=O)(=O)c3ccc([N+](=O)[O-])cc3)ncnc21	98	91	102	106	106
71	Nc1ncnc2c1ccn2-c1cccc(NC(=O)c2ccc(N3CCOCC3)c(C(F)(F)F)c2)c1	96	36	55	47	58

No.	HCC-2998	SNB-75	U251	SF-295
61	108	x	98	92
62	97	81	102	94
63	103	72	100	119
64	97	83	96	94
65	x	84	79	103
66	105	91	98	101
67	119	103	99	106
68	97	98	105	98
69	50	x	60	73
70	99	84	96	103
71	63	67	39	29
